bCat KO growth: primary screen for growth suppressors in beta-catenin knockout HCT116 cells (colon tumor, human); HCT116 beta-catenin knockout viability, CellTiter-Glo, 60 h; active compounds read low; viability, % at 10 µM; 1.5% of 140,000 active; AID 818, 2007;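 active = viability at or under a set limit, the compound median less 4 SD, cut at about 6% in these data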;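 also: 0% = Hyamine 1622 control at 20 µM and 100% = untreated cell control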
Phagocyt inh: inhibitors of macrophage phagocytosis, primary screen, imaging, J774A.1 cells, IgG beads | J774A.1 macrophage IgG-bead phagocytosis | inhibition, % at 5 µM | 0.07% of 110,000 active;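 active = inhibition above the mean of the plate negative controls plus 5 SD, cut at about 13% in these data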;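 also: phagocytic index as fraction of beads internalized from green versus red external bead signal; plate controls were DMSO negative control for no effect and cytochalasin-D positive control for full effect; some results beyond the cut were filed as inactive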
NPY Y2 blocker: NPY-Y2 receptor antagonists, primary screen, cell-based; Neuropeptide Y receptor type 2 (Homo sapiens), P49146; NPY-Y2 expressing cells, antagonist mode; inhibition, % at 2.7 µM; 0.99% of 140,000 active; in the data active = inhibition above about 17%;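 also: 0% = vehicle with agonist challenge and 100% = reference antagonist with challenge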
Target sequence (P49146 whole entry, looked up): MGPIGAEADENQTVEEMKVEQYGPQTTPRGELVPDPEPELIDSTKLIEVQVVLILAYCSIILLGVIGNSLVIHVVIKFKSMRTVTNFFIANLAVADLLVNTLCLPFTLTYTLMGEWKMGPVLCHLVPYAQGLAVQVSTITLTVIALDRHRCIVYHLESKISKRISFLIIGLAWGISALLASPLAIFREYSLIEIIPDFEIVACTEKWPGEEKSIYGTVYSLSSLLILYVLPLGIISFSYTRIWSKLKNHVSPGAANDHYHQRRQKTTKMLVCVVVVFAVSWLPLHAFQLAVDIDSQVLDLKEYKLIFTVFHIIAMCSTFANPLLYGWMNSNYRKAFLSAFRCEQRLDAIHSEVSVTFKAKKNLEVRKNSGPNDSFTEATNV
E-sel TNF inh: E-selectin induction blockers in HUVEC – imaging, immunofluorescence, high content, primary screen | inhibition, % at 2 µM | HUVEC TNFa-induced E-selectin immunofluorescence | AID 1246, 2008 | 0.71% of 120,000 active;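 active = inhibition above the batch mean plus 3 SD, and confirmed as a hit on visual image review, cut at about 43% in these data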;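 also: 0% = TNF-stimulated DMSO wells and 100% = unstimulated control wells; not every result past the cut was called active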
Yeast life ext: compounds extending yeast replicative lifespan, primary screen, S. cerevisiae, OD615; inhibition of the nicotinamide effect, % at 10 µM; 0.68% of 130,000 active; S. cerevisiae growth with nicotinamide; deaD strain in restrictive glucose medium; AID 775, 2007;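 active = inhibition above a set limit, placed 3 SD over the median of all compounds, cut at about 26% in these data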;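 also: 0% = nicotinamide-treated wells and 100% = cells grown without nicotinamide; some compounds called inactive have numbers as strong as hits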
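Material: Modified budding yeast, DeaD strain | Medium: Restrictive glucose medium | Probe or stimulus: 1.5 mM nicotinamide | Dosing: Single dose 10 µM compound, 0.25% DMSO | Times: 48 h at 30 °C | Technique: OD615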
PTEN del growth: growth suppression of PTEN-null HCT116, primary screen, cell-based, CellTiter-Glo; HCT116 PTEN-null viability, 60 h; active compounds read low; viability, % at 10 µM; 1.2% of 140,000 active;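 active = viability at or below a set limit, 4 SD under the median of all tested compounds, cut at about 3.7% in these data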;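 also: PTEN knockout HCT116 line with beta catenin targeted HCT116 as companion control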
Measles CPE: compounds protecting cells from measles virus cytopathic effect, primary screen, measles RdRp inhibitor project, single point, MLSMR library, absorbance; Measles virus-infected cells, CPE protection; protection (pct of control), % at 4 µM; 1.5% of 140,000 active; AID 841, 2007; in the data active = protection mostly above about 24%, no sharp cut-off; inactive = mostly below about 26%; also: some compounds called inactive have numbers as strong as hits
GALR2 antag: GALR2 antagonists in receptor-expressing cells, primary screen; antagonist mode; inhibition, % at 4 µM; 0.39% of 140,000 active; in the data active = inhibition above about 27%;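 also: cells stimulated with galanin 1-16 at roughly its EC80; 0% = agonist challenge control and 100% = basal control without agonist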
Target sequence (O43603 whole entry, looked up): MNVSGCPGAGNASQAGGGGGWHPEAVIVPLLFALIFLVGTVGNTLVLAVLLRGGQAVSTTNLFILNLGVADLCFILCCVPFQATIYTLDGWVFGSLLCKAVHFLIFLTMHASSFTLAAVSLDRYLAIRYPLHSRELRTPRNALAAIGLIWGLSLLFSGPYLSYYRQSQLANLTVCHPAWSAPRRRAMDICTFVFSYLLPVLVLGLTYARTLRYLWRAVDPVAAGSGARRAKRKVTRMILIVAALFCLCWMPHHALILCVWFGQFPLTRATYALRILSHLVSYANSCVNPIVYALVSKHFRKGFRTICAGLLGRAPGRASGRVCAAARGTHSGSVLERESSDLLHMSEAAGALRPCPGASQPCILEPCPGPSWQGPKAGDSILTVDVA
Yeast growth inh: growth inhibitors of yeast BB579 in restrictive medium, primary screen, yeast lifespan-shortening project, S. cerevisiae | 0.51% of 140,000 active | OD615, 48 h | inhibition, % at 10 µM | AID 804, 2007;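 active = inhibition above a set limit, 3 SD over the mean compound inhibition, cut at about 44% in these data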; also: inactives centre near -24
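Test system: DeaD yeast strain BB579 / Buffer or medium: restrictive glucose-based CSMM-D medium / Doses: single 10 µM dose / Schedule: 4 h cell preincubation, 48 h compound exposure, 30 °C humidified / Technique: culture absorbance at 615 nm / Controls: amphotericin B positive control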
MRP1 act: H69AR viability gain despite doxorubicin, primary screen, MRP-1 activator project, H69AR cells, CellTiter-Glo. 0.61% of 140,000 active. viability rescue. viability increase, % at 10 µM;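 active = viability gain under doxorubicin at or above a set limit, the compound median plus 3 SD, cut at about 4.7% in these data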;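 also: MRP-1 overexpressing cells given doxorubicin 25 µM after compound pretreatment; 18-22 h compound pretreatment then 72 h with doxorubicin before readout; 0% = doxorubicin-only wells and 100% = vehicle-treated cells without doxorubicin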
* = called active by the depositor; x = not tested or not shown.

SMILES | bCat KO growth | Phagocyt inh | NPY Y2 blocker | E-sel TNF inh | Yeast life ext | PTEN del growth | Measles CPE | GALR2 antag | Yeast growth inh | MRP1 act
Cc1ccc2cccc(N=Cc3c(C)[nH]n(-c4ccccc4)c3=O)c2n1 | 2.8* | -10.8 | 0.6 | -22.5 | -1.8 | 2.5* | 6.2 | 7.7 | -27.6 | -4.5
O=C(NC(=S)N(Cc1ccccc1)Cc1ccccc1)C1CCCCC1 | 83.3 | 1.1 | 1.4 | -8.4 | -6.8 | 87.0 | 12.5 | -6.0 | -26.0 | -2.3
Cc1onc(-c2ccccc2Cl)c1C(=O)Nc1ccc(S(=O)(=O)N2CCCC2)cc1 | 93.7 | -0.2 | -0.9 | -0.1 | -3.5 | 98.1 | 12.2 | -6.0 | -2.1 | 0.1
CCc1nnc(NC(=O)CSc2nc3c(c(=O)n2CC)SC(C)C3)s1 (centres undefined) | 83.4 | -1.7 | -0.6 | -22.9 | 1.5 | 90.1 | 9.1 | 9.2 | -21.3 | 0.3
COc1ccc2[nH]c(C)c(CN3CCC(C)CC3)c(=O)c2c1 | 84.7 | -0.7 | 1.5 | -4.4 | -15.7 | 86.2 | 3.5 | 6.1 | -5.5 | -3.3
CCOc1cc(C(=O)Nc2ccccc2F)cc(Br)c1OCC | 93.0 | -2.3 | 8.4 | x | 0.0 | 82.3 | 38.2 | -8.3 | -4.7 | -0.5
CCCn1c(SCC(=O)Nc2c(C)cccc2CC)nnc1C(C)C | 88.7 | 0.2 | -0.3 | x | -5.8 | 90.4 | 7.8 | -14.2 | -52.3 | -1.5
O=C(Nc1cccc(C(F)(F)F)c1)c1ccccc1NC(=O)C1CCCCC1 | 90.1 | -3.0 | -0.5 | x | 6.3 | 88.6 | 10.4 | 0.5 | -29.0 | -0.4
COc1ccc(-c2nnc(SCC(=O)NC(C)c3ccccc3)o2)cc1OC (centres undefined) | 89.3 | 0.2 | 2.9 | 27.0 | -12.1 | 80.7 | 2.5 | -0.4 | -12.3 | -1.5
O=C(c1ccccc1C(=O)N1CCN(c2ccccc2)CC1)N1CCN(c2ccccc2)CC1 | 92.4 | -0.6 | 6.4 | -38.5 | -17.5 | 88.0 | 16.9 | 13.9 | -20.4 | -2.6
CCc1cc2cccc(C)c2nc1SCC(=O)c1ccc(NC(C)=O)cc1 | 94.9 | -0.4 | 4.2 | 5.0 | -16.3 | 99.1 | 8.9 | 5.5 | -80.7 | -1.6
Cn1c(SCC2CCCO2)nnc1-c1ccncc1 (centres undefined) | 100.9 | 0.9 | 1.2 | -19.5 | -4.6 | 107.2 | 0.6 | -10.9 | -49.0 | -0.4
CN(C)c1ccc(/C=C(/C(=O)c2ccc(Cl)cc2Cl)n2cncn2)cc1 | 45.4 | -9.9 | 4.6 | x | 16.9 | 37.0 | 15.7 | 1.9 | 2.8 | -2.5
CSc1nnc(CSCc2ccc(Cl)cc2Cl)n1-c1ccccc1 | 79.7 | x | 8.9 | -4.0 | 5.0 | 78.2 | 9.7 | -22.8 | -41.6 | -4.3
CCCCNS(=O)(=O)c1ccc2nc(SCC(=O)Nc3cccc(F)c3)[nH]c2c1 | 76.1 | -4.7 | -1.4 | 3.1 | 6.9 | 76.1 | 2.8 | 5.3 | -53.4 | -1.5
Cc1ccc(S(=O)(=O)c2cc3c(=O)n4ccccc4nc3n(Cc3ccco3)c2=N)cc1C | 69.6 | x | 4.5 | -23.3 | -5.3 | 62.4 | 4.5 | 2.8 | -101.4 | -1.0
CC(=O)c1cccc(NS(=O)(=O)c2ccc3c(c2)oc(=O)n3C)c1 | 97.2 | -0.9 | -0.8 | -13.0 | -0.3 | 97.0 | 14.3 | 3.2 | -49.3 | -0.8
O=C(O)COc1c(F)c(F)c(C(F)(F)F)c(F)c1F | 93.0 | 0.2 | x | x | 2.5 | 95.7 | 14.2 | x | -39.7 | -1.6
COC(=O)c1[nH]c2c(c1C)C(=O)CC(c1ccc(C)cc1)C2 (centres undefined) | 91.2 | 3.0 | 6.1 | 8.9 | -12.7 | 95.5 | 9.8 | -18.7 | -21.7 | -2.3
CCOc1ccc(C2CC(=O)n3nc(C45CC6CC(CC(C6)C4)C5)nc3S2)cc1OC (centres undefined) | 88.7 | -0.2 | 0.1 | -34.4 | -17.2 | 85.2 | 7.8 | -3.2 | 2.9 | -4.1
O=C1CCCc2c1cc(C(=O)Nc1ccc(Br)cn1)c(=O)n2-c1ccccc1 | 75.2 | 1.6 | -1.1 | -26.9 | -4.1 | 62.9 | 10.7 | -4.7 | -16.9 | 0.4
COc1cc(NCCCC(C)N)c2ncccc2c1 (centres undefined) | 81.3 | x | 2.6 | -23.7 | -15.3 | 75.0 | 3.8 | -3.5 | -3.6 | -2.6
COc1ccc(C)cc1NC(=O)C(OC(=O)CNC(=O)c1ccc(Br)cc1)c1ccccc1 (centres undefined) | 97.6 | -5.3 | 5.9 | -55.4 | 2.1 | 98.3 | 3.7 | -5.4 | -17.4 | -2.7
CC1(C)CC(=O)c2cn3ncnc3nc2C1 | 98.7 | x | -0.5 | -14.1 | -18.6 | 94.3 | 9.8 | 5.9 | -28.6 | -0.4
CCCCOC(=O)Nc1ccccc1C(=O)N1CCCC1 | 92.5 | -2.9 | 1.4 | -20.7 | 1.1 | 110.1 | 2.9 | -6.2 | -38.8 | -0.7
COC(=O)C1C(=O)c2c([nH]c(C(=O)OC3CCCCC3)c2C)CC1C (centres undefined) | 95.1 | 0.1 | 12.3 | -35.6 | -3.5 | 102.0 | 33.3* | -0.8 | -7.2 | 5.2*
COc1cc2c(cc1NC(=O)c1cc(-c3ccncc3)nc3ccc(C)cc13)oc1ccccc12 | 56.1 | -0.5 | 1.9 | -18.7 | -10.0 | 34.4 | 10.1 | 24.3 | -12.6 | 0.8
O=C(Nc1ccn(Cc2c(F)c(F)c(F)c(F)c2F)n1)c1cccc(Cn2cc([N+](=O)[O-])cn2)c1 | 73.3 | -0.5 | -0.3 | -7.2 | -10.2 | 76.1 | 16.7 | 3.9 | -68.8 | 0.7
CCOc1ccc(C2NC(=O)C(C#N)=C(S)N2c2ccc(OC)cc2)cc1OC (centres undefined) | 92.6 | x | -0.1 | -28.7 | -6.8 | 94.6 | 6.8 | 2.4 | -13.5 | -4.9
Cc1ccc(C2(CC(=O)Nc3nccs3)CCOC(C(C)C)C2)cc1 (centres undefined) | 70.8 | -8.0 | 2.4 | x | 2.9 | 65.3 | 20.0 | -11.1 | -25.6 | -3.0
Nc1nc(SCc2ccc([N+](=O)[O-])cc2)nc2nc3c(cc12)CCCC3 | 88.7 | -6.2 | -0.2 | x | 1.5 | 90.0 | 7.0 | -3.5 | -28.0 | -1.6
Cc1ccc(Cl)cc1-c1ccc(/C=N/n2cnnc2)o1 | 94.2 | -2.4 | 0.8 | -7.0 | -8.4 | 95.8 | 70.5* | -3.8 | -2.8 | 0.3
CC(C)Cc1nc(NCCN2CCOCC2)c(C#N)c2c1COC(C)(C)C2 | 79.7 | -0.5 | 4.4 | -17.6 | -21.9 | 79.8 | 6.9 | -12.4 | -37.5 | -4.0
CCN(CC)C(=O)CSC1=C(C#N)C(c2ccco2)C(C(=O)OCCOC)=C(C)N1 (centres undefined) | 91.1 | -0.5 | 1.0 | -3.6 | 5.2 | 97.2 | 5.9 | -9.6 | -45.9 | -3.5
COC(=O)NNC(=O)Cc1cccc2ccccc12 | 90.2 | -3.3 | 2.9 | x | -0.4 | 93.2 | 18.6 | 5.7 | -7.5 | 0.1
CCOC(=O)CCCn1nc(C)n2c(cc3sccc32)c1=O | 100.9 | x | 1.1 | 8.3 | x | 104.8 | 18.4 | 1.7 | -15.7 | -0.1
COc1ccc(NC(=O)C2CCCN(S(=O)(=O)c3cccnc3)C2)cc1 (centres undefined) | 95.0 | -0.7 | -0.2 | 7.5 | -2.3 | 92.0 | 3.4 | 8.7 | -34.2 | -1.4
CC1CC(C)CN(Cc2nc(N)nc(Nc3ccc4ccccc4c3)n2)C1 (centres undefined) | 20.7 | -0.4 | 8.4 | 22.7 | -2.9 | 23.1 | 7.4 | -5.2 | -34.4 | -5.9
COC(=O)c1cc(OC)c(OC)cc1NC(=S)N1CCN(C)CC1 | 93.0 | 1.1 | -0.7 | -45.8 | 16.1 | 102.9 | 14.7 | -11.9 | -47.7 | -2.9
COc1ccc(CCNS(=O)(=O)c2ccc(F)cc2)cc1OC | 93.0 | -0.6 | 1.1 | x | -3.7 | 102.2 | 3.1 | -6.0 | -21.9 | -1.7
CC(C)(C)C(=O)Nc1ccccc1C(=O)NCc1ccco1 | 96.5 | -0.1 | 0.0 | -15.7 | -11.1 | 87.4 | 30.4 | 3.9 | -23.9 | -2.6
O=C(O)C1CCCN1S(=O)(=O)c1ccc(Br)s1 (centres undefined) (tested in a mixture with another compound) | 102.9 | 0.8 | -0.2 | 89.5* | -12.4 | 103.5 | 5.7 | 3.4 | 6.8 | -0.2
CC(C)CNC(=O)c1ccccc1NC(=O)c1ccc(CSc2ccccc2)cc1 | 92.3 | x | 9.1 | x | 3.5 | 88.5 | 0.5 | -11.3 | -41.5 | -1.2
O=C(NNc1nc(-c2ccccc2)c2cc(Br)ccc2n1)c1ccc(S(=O)(=O)N2CCCCC2)cc1 | 75.6 | 3.4 | -1.4 | 15.8 | 2.1 | 73.3 | 47.0* | -8.2 | -47.1 | -1.1
CC(=O)N1CCN(c2ccc(NC(=O)c3ccccc3Br)cc2Cl)CC1 | 88.8 | x | 1.0 | -22.5 | -3.4 | 90.8 | 13.3 | 8.6 | -52.4 | -4.5
CC(CN1CCCCC1)OC(=O)c1cc2ccccc2o1 (centres undefined) | 82.7 | 0.5 | 1.2 | -15.1 | -10.3 | 96.6 | 11.6 | -5.6 | -4.2 | -0.3
